# Screening data (PubChem BioAssay)
# NFkB SMM: binds human NF-kappa-B p105 on microarray. Small molecule microarray, anti-His fluorescence binding. calls only. 17,000 compounds, 1.3% hits;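 active means spot fluorescence over background significantly raised, with a chance value under 7% in all four replicate spots of the compound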;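 further: probe protein is his-tagged human p50 processed subunit at 1 µg/ml; raw spot fluorescence signals with no normalization applied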
# Target sequence (P19838 1-433 limits assumed): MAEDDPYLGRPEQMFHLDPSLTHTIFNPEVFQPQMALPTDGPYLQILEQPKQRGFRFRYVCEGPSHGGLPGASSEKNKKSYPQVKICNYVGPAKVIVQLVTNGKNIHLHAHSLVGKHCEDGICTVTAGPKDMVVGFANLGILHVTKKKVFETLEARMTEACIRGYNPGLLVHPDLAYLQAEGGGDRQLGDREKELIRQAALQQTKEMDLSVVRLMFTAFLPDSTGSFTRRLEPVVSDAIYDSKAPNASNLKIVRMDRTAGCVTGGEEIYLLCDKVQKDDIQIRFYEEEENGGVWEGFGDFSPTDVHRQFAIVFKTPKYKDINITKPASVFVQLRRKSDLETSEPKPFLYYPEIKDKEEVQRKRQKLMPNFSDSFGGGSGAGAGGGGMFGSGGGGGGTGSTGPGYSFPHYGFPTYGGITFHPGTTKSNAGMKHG
# Calls only; i = inactive; + = active, no number.
mol | NFkB SMM
C[C@H]1CN([C@@H](C)CO)C(=O)c2cccc(NC(=O)C3CCOCC3)c2O[C@@H]1CN(C)C(=O)Nc1cccc2ccccc12 | i
COc1ccc(CN(C)C[C@@H]2Oc3ccc(NC(=O)NC4CCCCC4)cc3C(=O)N([C@H](C)CO)C[C@H]2C)cc1 | i
c1cnc2c(OCc3nc4ccccc4[nH]3)cccc2c1 | i
COc1cccc(Nc2nc(C3(C)CC4(CC(C)OC4=O)C(=O)O3)cs2)c1 (stereo not drawn) | i
Cc1noc(C)c1S(=O)(=O)Nc1ccc2c(c1)C(=O)N([C@H](C)CO)C[C@@H](C)[C@H](CN(C)C(=O)NC(C)C)OCCCC[C@@H](C)O2 | i
C[C@H]1CN([C@@H](C)CO)C(=O)Cc2cc(NS(=O)(=O)c3ccccc3)ccc2O[C@@H]1CN(C)C(=O)Nc1cccc2ccccc12 | i
COCCOC(=O)N1C(=O)[C@@]2(c3ccccc31)[C@H](c1ccc(O)cc1)N1[C@H](c3ccccc3)[C@H](c3ccccc3)OC(=O)[C@H]1[C@@H]2C(=O)N1CCN(c2ncccn2)CC1 | i
COc1cccc(CNc2nn[nH]n2)c1OC | i
C[C@@H]1CN([C@@H](C)CO)C(=O)c2cc(NC(=O)Nc3ccc4c(c3)OCO4)ccc2O[C@@H]1CN(C)S(=O)(=O)c1cccs1 | i
Cc1noc(C)c1NC(=O)Nc1cccc2c1O[C@@H](CN(C)Cc1ccc3c(c1)OCO3)[C@@H](C)CN([C@@H](C)CO)C2=O | i
CCO[C@@H]1OC(C(=O)O)=C[C@H](c2csc3ccccc23)[C@H]1CCCO | i
COC(=O)c1ccc([C@@H]2C=C(C(=O)N3CCN(Cc4ccc5c(c4)OCO5)CC3)O[C@H](OCc3ccc(CO)cc3)C2)cc1 | i
C[C@H]1CCCCO[C@H](CN(C)C(=O)Nc2ccccc2)[C@@H](C)CN([C@@H](C)CO)C(=O)c2cc(NC(=O)C3CCCCC3)ccc2O1 | i
C[C@@H]1CN([C@@H](C)CO)C(=O)c2cc(NC(=O)Nc3ccc(F)cc3)ccc2O[C@H]1CN(C)Cc1ccc(C(=O)O)cc1 | i
COc1c2c(cc3oc(CO[C@@H]4O[C@H](CO)[C@@H](O)[C@H](O)[C@H]4O)cc(=O)c13)OC(C(C)(C)O)C2 (stereo partly drawn) | i
C[C@H](CO)N1C[C@H](C)[C@H](CN(C)S(=O)(=O)c2ccc(Cl)cc2)Oc2c(NC(=O)C3CCOCC3)cccc2C1=O | i
C[C@@H]1CN([C@@H](C)CO)C(=O)c2cccc(NS(C)(=O)=O)c2O[C@H]1CN(C)CC1CC1 | i
COC(=O)C1=C(C)NC(C)=C(C(=O)OCCCN2CCC(c3ccccc3)(c3ccccc3)CC2)[C@H]1c1cccc([N+](=O)[O-])c1 | i
COc1ccc(-c2noc(CSc3nc(-c4ccccc4)cc(=O)[nH]3)n2)cc1OC | i
COc1ccc(C(=O)NCc2oc(-c3ccccc3)cc2C(=O)O)cc1 | i
CC1(CO)CCCC2(C)C3=C(CC(=O)C12)C(=O)OC3 (stereo not drawn) | i
C[C@H](CO)N1C[C@H](C)[C@H](CN(C)C(=O)NC2CCCCC2)Oc2ccc(NC(=O)Nc3ccc(C(F)(F)F)cc3)cc2CC1=O | i
C[C@@H]1CN([C@H](C)CO)C(=O)Cc2cc(NS(=O)(=O)c3cn(C)cn3)ccc2O[C@@H]1CN(C)S(=O)(=O)c1cn(C)cn1 | i
Cc1ccccc1OCCn1c(C(C)O)nc2ccccc21 (stereo not drawn) | i
C[C@H](CO)N1C[C@H](C)[C@@H](CN(C)Cc2ccccc2)OCCCC[C@H](C)Oc2ccc(NC(=O)Nc3ccc4c(c3)OCO4)cc2C1=O | i
C[C@H]1CCCCO[C@H](CN(C)Cc2ccncc2)[C@@H](C)CN([C@@H](C)CO)C(=O)c2cc(NS(=O)(=O)c3ccccc3)ccc2O1 | i
CNC[C@H]1OCCCC[C@@H](C)Oc2ccc(NS(=O)(=O)c3c(C)noc3C)cc2C(=O)N([C@@H](C)CO)C[C@H]1C | i
C[C@H]1CCCCO[C@@H](CN(C)C(=O)Nc2ccc(F)cc2)[C@@H](C)CN([C@@H](C)CO)C(=O)c2cc(NS(=O)(=O)c3ccccc3)ccc2O1 | i
O=S(=O)(c1ccccc1)N1CCN(Cc2cccc(OCCO)c2)CC1 | i
C[C@@H]1CN([C@@H](C)CO)C(=O)CCCn2nncc2CO[C@@H]1CN(C)S(=O)(=O)c1ccc2ccccc2c1 | i
C=C(COC(C)=O)[C@@H]1Cc2cc(C(C)=O)ccc2O1 | i
CN1CCN(C(=O)C2=C[C@@H](c3ccc(C(F)(F)F)cc3)C[C@@H](OCc3ccc(CO)cc3)O2)CC1 | i
Cc1cccc(C)c1N(CC(=O)Nc1ccc(Br)cc1)S(C)(=O)=O | i
COCCOC(=O)N1C(=O)[C@@]2(c3ccccc31)[C@H](c1ccc(OCCO)cc1)N1[C@H](c3ccccc3)[C@H](c3ccccc3)OC(=O)[C@H]1[C@@H]2C(=O)Nc1nc2ccccc2s1 | i
C[C@@H]1CN([C@@H](C)CO)C(=O)Cc2cc(NC(=O)Nc3ccc(C(F)(F)F)cc3)ccc2O[C@H]1CN(C)CC1CC1 | i
C[C@@H]1CCCCO[C@@H](CN(C)C(=O)CCCN(C)C)[C@H](C)CN([C@H](C)CO)C(=O)c2cc(N(C)C)ccc2O1 | i
CNC[C@H]1Oc2ccc(NC(=O)c3ccncc3)cc2CC(=O)N([C@H](C)CO)C[C@H]1C | i
C[C@H]1CN([C@@H](C)CO)C(=O)Cc2cc(NC(=O)Cc3cn(C)c4ccccc34)ccc2O[C@@H]1CN(C)Cc1ccc(C(=O)O)cc1 | i
C=CC(C)(O)CC/C=C(\C)C(=O)OC1C2OC2(C)C2C(OC3OC(COC4OC(CO)C(O)C(O)C4O)C(O)C(O)C3O)OC=CC12O (stereo not drawn) | i
COc1ccc(S(=O)(=O)N(C)C[C@H]2Oc3ccc(NS(C)(=O)=O)cc3CC(=O)N([C@H](C)CO)C[C@@H]2C)cc1 | i
Cc1noc(C)c1NC(=O)N(C)C[C@H]1Oc2ccc(NC(=O)CCC(F)(F)F)cc2CC(=O)N([C@H](C)CO)C[C@H]1C | i
C[C@@H]1CN([C@H](C)CO)C(=O)c2cc(NC(=O)Nc3ccc4c(c3)OCO4)ccc2O[C@H]1CN(C)S(=O)(=O)c1cn(C)cn1 | i
C[C@@H]1CCCCO[C@H](CN(C)Cc2ccc3c(c2)OCO3)[C@H](C)CN([C@@H](C)CO)C(=O)c2cc(NC(=O)CCCN(C)C)ccc2O1 | i
Cc1noc(C)c1S(=O)(=O)Nc1ccc2c(c1)C(=O)N([C@@H](C)CO)C[C@@H](C)[C@H](CN(C)C(=O)NC(C)C)OCCCC[C@H](C)O2 | i
C[C@H]1CN([C@@H](C)CO)C(=O)c2cccc(NC(=O)Nc3ccccc3)c2O[C@@H]1CN(C)Cc1ccc(Oc2ccccc2)cc1 | i
C[C@@H]1CN([C@@H](C)CO)C(=O)c2cc(NS(=O)(=O)c3ccc(Cl)cc3)ccc2O[C@@H]1CN(C)C(=O)Nc1ccc2c(c1)OCO2 | i
COc1ccc2ccc(=O)oc2c1CC(O)C(C)(C)O (stereo not drawn) | i
C[C@H]1CCCCO[C@@H](CN(C)C)[C@@H](C)CN([C@@H](C)CO)C(=O)c2cc(N(C)C)ccc2O1 | i
C[C@@H]1CN([C@@H](C)CO)C(=O)c2cc(N(C)C)ccc2O[C@@H](C)CCCCO[C@@H]1CN(C)C(=O)Nc1ccccc1 | i
C[C@@H]1CN([C@@H](C)CO)C(=O)Cc2cc(NS(=O)(=O)c3ccc(Cl)cc3)ccc2O[C@@H]1CN(C)C(=O)Nc1ccc(F)cc1 | +
CCC(Sc1nnc2c3ccccc3n(C)c2n1)C(=O)Nc1cccc2ccccc12 (stereo not drawn) | i
Cc1noc(C)c1NC(=O)Nc1cccc2c1O[C@H](CN(C)Cc1ccc(C(F)(F)F)cc1)[C@H](C)CN([C@@H](C)CO)C2=O | i
CS(=O)(=O)N(CC(=O)Nc1ccc2ccccc2c1)c1ccc(F)cc1 | i
C[C@@H]1CN([C@H](C)CO)C(=O)Cc2cc(NC(=O)CCN3CCOCC3)ccc2O[C@H]1CN(C)C(=O)Nc1cccc2ccccc12 | i
O=C(Cn1ccc([N+](=O)[O-])n1)Nc1ccc(F)cc1 | i
CCCN(C)C[C@H]1OCCCC[C@@H](C)Oc2ccc(NS(=O)(=O)c3ccc(OC)cc3)cc2C(=O)N([C@H](C)CO)C[C@H]1C | i
COc1ccc(NC(=O)N(C)C[C@H]2Oc3ccc(NC(=O)Cc4ccccc4)cc3CC(=O)N([C@@H](C)CO)C[C@@H]2C)cc1 | i
C[C@H](CO)N1C[C@H](C)[C@@H](CN(C)C(=O)Nc2ccc3c(c2)OCO3)OCCCC[C@H](C)Oc2ccc(NS(=O)(=O)c3ccc(F)cc3)cc2C1=O | i
COC(=O)N(C)C[C@H]1OCc2cnnn2CCCC(=O)N([C@H](C)CO)C[C@@H]1C | i
CNC(=O)CN(C#N)c1nc(C)cc(C)n1 | i

# Arranged by molecular weight (rising): some entries from above
mol | NFkB SMM
COc1ccc2ccc(=O)oc2c1CC(O)C(C)(C)O (stereo not drawn) | i
CCO[C@@H]1OC(C(=O)O)=C[C@H](c2csc3ccccc23)[C@H]1CCCO | i
CS(=O)(=O)N(CC(=O)Nc1ccc2ccccc2c1)c1ccc(F)cc1 | i

# (continued)
Structure | NFkB SMM
O=C(/C=C/c1ccc(O)cc1)OC[C@H]1O[C@@H](O[C@@H]2OC=C[C@H]3[C@H](O)[C@@H]4O[C@]4(CO)[C@@H]23)[C@H](O)[C@@H](O)[C@@H]1O | i
C[C@@H]1CN([C@H](C)CO)C(=O)CCCn2cc(nn2)CO[C@@H]1CN(C)Cc1ccc2c(c1)OCO2 | i
C[C@@H]1CN([C@H](C)CO)C(=O)c2cc(NC(=O)NC3CCCCC3)ccc2O[C@H]1CN(C)C(=O)Nc1cccc2ccccc12 | i
CC(C)NC(=O)Nc1ccc2c(c1)C(=O)N([C@H](C)CO)C[C@@H](C)[C@@H](CN(C)C(=O)CCCN(C)C)OCCCC[C@@H](C)O2 | i
COc1ccc(CC(=O)NCc2n[nH]c(=S)n2C)cc1 | i
Cc1ccc(S(=O)(=O)N(C)C[C@@H]2Oc3ccc(NS(C)(=O)=O)cc3C(=O)N([C@@H](C)CO)C[C@H]2C)cc1 | i
C[C@@]12C[C@]3(O)O[C@H](O1)[C@]1(COC(=O)c4ccccc4)[C@H]3C[C@@]12O[C@@H]1O[C@H](CO)[C@@H](O)[C@H](O)[C@H]1O | i
C[C@@H]1CCCCO[C@H](CN(C)CC2CC2)[C@H](C)CN([C@@H](C)CO)C(=O)c2cc(N(C)C)ccc2O1 | i
COc1ccc2c(c1)c(=O)oc1cc(O)ccc12 | i
Cc1noc(C)c1S(=O)(=O)Nc1ccc2c(c1)C(=O)N([C@@H](C)CO)C[C@H](C)[C@H](CN(C)C(=O)Nc1ccccc1)OCCCC[C@H](C)O2 | i
COc1ccc(/C=C2\Oc3cc(O)cc(O)c3C2=O)cc1O | i
Cc1noc(C)c1NC(=O)N(C)C[C@H]1Oc2c(NC(=O)c3nc4ccccc4s3)cccc2C(=O)N([C@@H](C)CO)C[C@H]1C | i
COc1ccc(-n2c(SCC(N)=O)nc3c(c2=O)C2(CCCCC2)Cc2ccccc2-3)cc1 | i
C[C@@H]1CN([C@@H](C)CO)C(=O)Cc2cc(NC(=O)C3CC3)ccc2O[C@@H]1CN(C)C(=O)Nc1ccccc1 | i
C[C@H]1CN([C@@H](C)CO)C(=O)Cc2cc(NC(=O)NC3CCCCC3)ccc2O[C@H]1CN(C)S(=O)(=O)c1cn(C)cn1 | i
CC(C)C(NS(=O)(=O)c1c(Cl)cccc1Cl)C(=O)O (stereo not drawn) | i
CCN(CC(=O)Nc1ccc(I)cc1)S(=O)(=O)c1ccc2ccccc2c1 | i
O=C(C1=C[C@H](c2ccc(Br)cc2)C[C@H](OCc2ccc(CO)cc2)O1)N1CCN(Cc2ccc3c(c2)OCO3)CC1 | i
CC12CCC(C(=O)Nc3ccncc3)(c3nc4ccccc4nc31)C2(C)C (stereo not drawn) | i
CCn1ncc(Cl)c1C(=O)NCc1ccco1 | i

# Four entries from above, with each value named.
COc1ccc(-n2c(SCC(N)=O)nc3c(c2=O)C2(CCCCC2)Cc2ccccc2-3)cc1
  NFkB SMM: i
C[C@@H]1CN([C@@H](C)CO)C(=O)Cc2cc(NC(=O)C3CC3)ccc2O[C@@H]1CN(C)C(=O)Nc1ccccc1
  NFkB SMM: i
C[C@H]1CN([C@@H](C)CO)C(=O)Cc2cc(NC(=O)NC3CCCCC3)ccc2O[C@H]1CN(C)S(=O)(=O)c1cn(C)cn1
  NFkB SMM: i
CC(C)C(NS(=O)(=O)c1c(Cl)cccc1Cl)C(=O)O (stereo not drawn)
  NFkB SMM: i

# Next section
Structure | NFkB SMM
CC1=CCC(C(C)(C)O[C@@H]2O[C@H](C)[C@@H](O)[C@H](O)[C@H]2O)CC1 (stereo partly drawn) | i
C[C@H](CO)N1C[C@H](C)[C@@H](CN(C)C(=O)Nc2cccc3ccccc23)OCCCC[C@H](C)Oc2ccc(N(C)C)cc2C1=O | +
O=C(Nc1c(Cl)cc(Cl)cc1C(=O)NCc1ccco1)c1cccc([N+](=O)[O-])c1 | i
C[C@@H]1CCCCO[C@H](CN(C)C(=O)Nc2ccccc2)[C@@H](C)CN([C@H](C)CO)C(=O)c2cc(NS(C)(=O)=O)ccc2O1 | i
C[C@H]1CCCCO[C@H](CN(C)S(=O)(=O)c2cn(C)cn2)[C@@H](C)CN([C@@H](C)CO)C(=O)c2cc(NC(=O)c3ccccc3)ccc2O1 | i
C[C@@H]1CN([C@H](C)CO)C(=O)c2cccc(NC(=O)Nc3cccc4ccccc34)c2O[C@@H]1CN(C)Cc1ccncc1 | i
C[C@H](CO)N1C[C@H](C)[C@@H](CN(C)Cc2ccc(C(F)(F)F)cc2)Oc2c(NC(=O)c3cnccn3)cccc2C1=O | i

# This is a subset, so the mix of outcomes need not match the whole.
